# Compound activity from PubChem BioAssay.
# MCL1-BIM inh: inhibitors of MCL1 binding to BIM-BH3, primary screen, biochemical, fluorescence polarization; inhibition, % at 10.9 µM; 320,000 compounds, 0.68% hits; AID 2057, 2009; GST-MCL1 / FITC-Bim-BH3 fluorescence polarization; Induced myeloid leukemia cell differentiation protein Mcl-1 (Homo sapiens), Q07820;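 active = inhibition above the mean inhibition of all tested compounds plus 3 SD, set per campaign, cut at about 40% in these data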;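 note: 0% = DMSO wells and 100% = unlabeled Bim-BH3 peptide control; higher means more loss of mP so more displacement of Bim peptide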
# Target sequence (Q07820 whole entry, looked up): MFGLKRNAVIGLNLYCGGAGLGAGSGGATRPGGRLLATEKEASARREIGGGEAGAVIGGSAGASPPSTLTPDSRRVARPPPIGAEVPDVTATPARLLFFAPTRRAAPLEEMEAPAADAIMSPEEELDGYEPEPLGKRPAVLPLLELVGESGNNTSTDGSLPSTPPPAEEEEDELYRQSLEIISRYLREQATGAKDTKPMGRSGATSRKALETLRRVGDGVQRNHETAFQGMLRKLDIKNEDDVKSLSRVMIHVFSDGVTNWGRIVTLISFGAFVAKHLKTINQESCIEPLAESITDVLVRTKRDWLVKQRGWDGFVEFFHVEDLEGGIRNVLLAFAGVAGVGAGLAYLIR
# VLA-4 inh: inhibition in human VLA-4 binding assay, primary screen, VLA-4 allosteric modulator project, MLPCN library, flow cytometry, VLA-4 expressing cells; ligand binding flow cytometry; AID 2557, 2010; Integrin alpha-4 (Homo sapiens), P13612; inhibition, % (about 7 µM as worked out from the volumes in the protocol); 330,000 compounds, 0.2% hits; in the data active = inhibition above about 50%
# BCLXL inh: inhibitors of human Bcl-xL, primary screen, biochemical, fluorescence polarization, HTS | GST-Bcl-xL / FITC-Bim BH3 peptide fluorescence polarization | Bcl-2-like protein 1 (Homo sapiens), Q07817 | 320,000 compounds, 0.7% hits | inhibition, % at 10.9 µM | AID 2129, 2009;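 active = inhibition above the mean of all tested compounds plus 3 SD, cutoff set per campaign, cut at about 30% in these data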;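 note: 0% = DMSO wells and 100% = unlabeled Bim-BH3 peptide competitor; inhibitors lower millipolarization by displacing the labeled peptide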
# Target sequence (Q07817 whole entry, looked up): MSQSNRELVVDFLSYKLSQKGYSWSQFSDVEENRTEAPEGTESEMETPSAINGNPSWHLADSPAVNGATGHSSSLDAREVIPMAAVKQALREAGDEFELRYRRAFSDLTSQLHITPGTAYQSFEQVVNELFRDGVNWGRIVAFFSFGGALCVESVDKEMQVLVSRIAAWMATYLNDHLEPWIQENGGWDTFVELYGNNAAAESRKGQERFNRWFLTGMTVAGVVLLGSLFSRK
# CIT2 TOR yeast: modulators of CIT2-GFP expression in yeast, primary screen, S. cerevisiae, GFP fusion, multiplex flow cytometry, MLPCN library | AID 2029, 2009 | S. cerevisiae CIT2-GFP strain, 3 h; 100 means same as DMSO wells | GFP response vs DMSO, % at 10 µM | 320,000 compounds, 0.065% hits;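 active = GFP response relative to DMSO above a set limit, near the screen mean plus 3 SD, cut at about 150% in these data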;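 note: ratio of well median GFP fluorescence to mean of DMSO wells on the plate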
# Fam108B counter: mouse Fam108B serine hydrolase inhibitors, primary screen, counter-screen for RBBP9 inhibitor project, biochemical, fluorescence polarization; 300,000 compounds, 0.33% hits; inhibition, % at 9.51 µM; recombinant Fam108B, FP-Rh probe fluorescence polarization;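 active = inhibition above the screen mean inhibition plus 3 SD, computed separately per campaign, cut at about 18% in these data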;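 note: inhibitors lower polarization as less probe binds the enzyme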
# GLD-1 RNA inh: GLD-1/TGE RNA complex disruptors, primary screen, biochemical, fluorescence polarization; AID 2280, 2010; 320,000 compounds, 0.44% hits; inhibition, % at 5.96 µM; Female germline-specific tumor suppressor gld-1 (Caenorhabditis elegans), Q17339; purified GLD-1 + fluorescein TGE RNA;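 active = percent inhibition above a per-plate cutoff, the plate mean of test compounds plus 3 SD, cut at about 30% in these data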;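 note: 0% = DMSO wells with GLD-1 and probe and 100% = wells lacking GLD-1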
# MEX-5 binding: MEX-5 zinc finger RNA-binding disruptors – biochemical, C. elegans, fluorescence polarization, MLPCN library, primary screen; MEX-5/FITC-TCR2 RNA binding; stronger effect = lower value; AID 1832, 2009; Zinc finger protein mex-5 (Caenorhabditis elegans), Q9XUB2; activity score (negative = inhibition of binding), % at 10 µM; 300,000 compounds, 0.38% hits;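 active = inhibition past about -25% in most replicates, and total fluorescence under double the plate's negative control median, limit read from the data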;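 note: 0% = DMSO and -100% = 5 µM competing unlabeled TCR2 RNA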
# Target sequence (Q9XUB2 whole entry, looked up): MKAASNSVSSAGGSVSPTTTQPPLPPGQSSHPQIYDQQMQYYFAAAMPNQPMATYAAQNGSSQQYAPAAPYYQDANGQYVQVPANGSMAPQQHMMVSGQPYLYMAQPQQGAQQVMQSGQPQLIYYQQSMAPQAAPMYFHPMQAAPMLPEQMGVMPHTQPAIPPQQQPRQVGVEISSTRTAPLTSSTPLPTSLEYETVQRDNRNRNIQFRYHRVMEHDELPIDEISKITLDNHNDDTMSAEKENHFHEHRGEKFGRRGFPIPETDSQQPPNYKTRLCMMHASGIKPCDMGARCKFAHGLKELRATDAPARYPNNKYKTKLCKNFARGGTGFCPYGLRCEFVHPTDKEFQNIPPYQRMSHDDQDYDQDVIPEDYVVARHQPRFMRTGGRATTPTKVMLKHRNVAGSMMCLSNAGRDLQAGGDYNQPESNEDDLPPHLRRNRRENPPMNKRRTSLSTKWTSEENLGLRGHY
# GRK2 aptamer HTS: compounds blocking aptamer binding on GRK2 – biochemical, human GRK2, bead flow cytometry, HTS, primary screen; inhibition of aptamer binding, % at 10 µM; FAM-aptamer displacement from GRK2; 330,000 compounds, 0.59% hits;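 active = inhibition of aptamer binding above 40%, roughly 3 SD of noise, on plates passing a quality check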;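 note: median bead fluorescence of bound FAM aptamer so fluorescent compounds give negative values; no value below 0 was filed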
# AGP1 TOR yeast: modulators of AGP1-GFP expression in yeast TOR pathway, primary screen, cell-based, multiplex flow cytometry, S. cerevisiae, MLPCN library. 320,000 compounds, 0.02% hits. AID 2066, 2009. GFP response vs DMSO, % at 10 µM. 3 h; GFP as percent of DMSO wells;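 active = GFP response relative to DMSO above a set limit, near screen average plus 3 SD, cut at about 150% in these data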;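 note: median GFP channel fluorescence of the gated AGP1 strain per well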
# Active calls of the source: *; / = not tested or not shown.
SMILES,MCL1-BIM inh,VLA-4 inh,BCLXL inh,CIT2 TOR yeast,Fam108B counter,GLD-1 RNA inh,MEX-5 binding,GRK2 aptamer HTS,AGP1 TOR yeast
Cc1ccc(C(=O)CSc2nnc(C)s2)cc1,-1,-6,0,97,-6,-1,-1.9,1,98
CCc1c(C)nc2ncnn2c1N1CCC(C(=O)NCc2cccs2)CC1,-5,-1,3,97,-7,6,2.8,1,88
COc1cccc(OCc2nnc(SCC(=O)NCc3ccco3)n2CCc2ccccc2)c1,3,9,-1,93,-4,4,2.0,0,99
CC(C)(C)NC(=O)CSc1nc(-c2ccccc2)c(-c2ccccc2)[nH]1,5,-1,2,98,6,7,0.8,4,92
Cn1c(SCC(=O)c2ccccc2)nnc1-c1ccccn1,5,1,-6,76,0,2,2.7,0,88
CC(C)NC(=O)NC(=O)COC(=O)C1(C)CC1(Cl)Cl (centres undefined),8,3,3,108,0,-3,3.2,0,102
COc1ccc(/C=N/n2cnn(Cc3ccccc3Cl)c2=S)cc1,8,10,-1,107,0,4,0.0,1,97
CCNC(=S)N1CCC(C(=O)c2ccc3c(c2)OCCO3)CC1,3,11,6,112,3,-4,0.8,4,84
COc1cccc(/C=N/n2nnnc2N)c1,2,6,9,89,4,-5,1.0,0,97
O=C(O)c1ccc(F)c(S(=O)(=O)Nc2ccccc2)c1,-2,11,4,95,-1,-2,1.2,4,111
Cn1c(=O)c(C(=O)NNC(=O)c2cccc(Cl)c2)c(O)c2ccccc21,10,-8,1,98,-1,3,-2.2,90*,101
Cc1cc(C)c(S(=O)(=O)N2CCC(C(=O)NCc3ccco3)CC2)c(C)c1,5,7,4,100,-1,12,-1.5,2,102
Cc1cc(OC(=O)c2cccc(Cl)c2)c([N+](=O)[O-])c(=O)[nH]1,2,-4,6,94,-5,-7,-4.3,0,102
CCOc1ccc(N2CC(C(=O)Nc3cccc(C)c3C)CC2=O)cc1 (centres undefined),0,10,-1,95,-3,4,3.1,0,100
CC(C)=CC(=O)N1CCCC(N2CCN(c3ccccc3C)CC2)C1 (centres undefined),-1,16,4,102,2,2,-2.0,3,100
CC(=O)/C(=N/Nc1ccccc1[N+](=O)[O-])N1CCCc2ccccc21,-2,11,4,96,4,-2,0.7,1,97
CC(C)=NN1C(c2nonc2N)=NOC1(C)C,-1,5,3,109,0,7,-0.3,39,105
Cc1ccc(/C=N/n2cnc3sc(C)c(C)c3c2=O)o1,0,13,3,101,0,-3,0.8,1,99
O=C(Nc1ccc(C(F)(F)F)cc1)C1CCN(c2cnccn2)CC1,-4,6,2,95,-4,-9,1.4,0,92
CC(=O)N1c2ccc(S(=O)(=O)CCC(=O)O)cc2CC1C (centres undefined),-3,7,4,98,6,-11,-0.8,5,102
COc1ccc(S(=O)(=O)N(C)c2ccc(C(=O)Nc3cccnc3)cc2)cc1OC,/,-12,/,105,/,/,0.9,2,93
O=C(CC(=O)c1ccccc1O)c1ccc(F)cc1,3,6,0,99,-3,6,-1.6,0,102
O=C(NNC(=S)Nc1ccccc1Cl)C1CC1,2,9,3,94,7,-2,-3.6,1,99
C/C(CCc1ccccc1)=N/NC(=O)C(=O)NCc1ccccc1,9,6,2,110,3,-2,0.0,4,107
CCCCOCCCNC(=O)CC(C)c1ccccc1 (centres undefined),6,8,4,97,-4,7,0.0,2,101

# Fetched by compound from the list above, two records:
SMILES,MCL1-BIM inh,VLA-4 inh,BCLXL inh,CIT2 TOR yeast,Fam108B counter,GLD-1 RNA inh,MEX-5 binding,GRK2 aptamer HTS,AGP1 TOR yeast
Cc1cc(C)c(S(=O)(=O)N2CCC(C(=O)NCc3ccco3)CC2)c(C)c1,5,7,4,100,-1,12,-1.5,2,102
Cn1c(=O)c(C(=O)NNC(=O)c2cccc(Cl)c2)c(O)c2ccccc21,10,-8,1,98,-1,3,-2.2,90*,101

# The results go on.
SMILES,MCL1-BIM inh,VLA-4 inh,BCLXL inh,CIT2 TOR yeast,Fam108B counter,GLD-1 RNA inh,MEX-5 binding,GRK2 aptamer HTS,AGP1 TOR yeast
COc1ccccc1NC(=O)CN(C)S(=O)(=O)c1ccc2c(c1)CCC(=O)N2,4,-22,2,94,-2,5,2.3,2,102
CN(CC(=O)Nc1cccc(F)c1)C(=O)C1=COCCO1,-10,4,0,100,1,0,-0.2,3,109
O=C(Cn1c(=O)oc2ccccc21)Nc1ccccc1C(F)(F)F,-2,10,3,104,-1,0,2.1,6,97
COc1ccccc1N1CCN(/N=C\c2ccc(C)o2)CC1,-1,-4,3,103,-2,9,-1.8,1,95
CCOc1ccccc1N1CCN(Cc2cn[nH]c2-c2ccc(F)cc2)CC1,8,-2,1,91,-2,-2,-1.1,0,100
COc1cccc(C(=O)NNC(=O)c2ccccc2-n2cccc2)c1,2,-1,5,104,-4,-4,-1.1,0,83
COC(=O)CNC(=O)CN1C(=O)N(c2ccc(Cl)cc2)C(N(O)C(=O)Nc2ccc(Cl)cc2)C1(C)C (centres undefined),-3,0,5,112,2,9,-0.7,1,106
Cc1ccc(C(=O)Nc2ccc(N3CCOCC3)nc2)cc1,7,14,11,100,2,5,-0.2,1,105
N#C/C(=C\c1c(Cl)cccc1Cl)c1nn(-c2ccccc2)c(-n2cccc2)c1C#N,5,2,6,97,-6,5,0.9,1,95
Cc1ccc(N(CN2CCCC2=O)C(=O)c2ccc(OC(C)C)cc2)cc1,-4,0,-1,84,7,-5,0.3,4,102
COCCCNC(=O)C1CCC(CNS(=O)(=O)c2ccc3c(c2)CC(C)N3C(=O)C2CC2)CC1 (centres undefined),-3,0,1,103,-1,-4,-0.5,0,100
CC1CCCN(CC(=O)NC(=O)NC2CCCCC2)C1 (centres undefined),2,-6,-1,99,/,-9,/,0,107
Cc1ccc(S(=O)(=O)NC2=NCN(C3CCN(Cc4ccccc4)CC3)CN2)cc1,-4,0,3,86,-4,-5,3.2,3,85
CN(Cc1ccccc1)S(=O)(=O)c1ccc2c(c1)NC(=O)CC(=O)N2,8,3,-1,/,-1,1,1.2,0,/
CC(C)(C)S(=O)(=O)/C(C#N)=C/Nc1ccccn1,1,3,4,/,-1,0,3.2,3,/
CCNC(=O)COC(=O)CCC(=O)c1ccc(F)cc1,-6,3,-5,96,3,-3,0.6,1,105
CC1=C(C(=O)OCc2ccccc2)C(c2ccc(-c3ccccc3)cc2)NC(=O)N1CCCCCC(=O)O (centres undefined),10,31,9,101,-4,4,/,1,95
NC(=O)c1cnn(-c2ccc3ccccc3c2)c1N,8,6,9,82,2,-2,1.4,2,86
CCCCN(CCCC)C(=S)N/N=C/c1c(C)[nH]n(-c2ccccc2)c1=O,16,-2,8,84,7,4,1.0,4,83
CCOc1cc(C(=O)N=c2sccn2C)cc(Br)c1OC,-11,-11,-3,/,-2,-5,0.7,0,94
COCCCn1c(SCC(=O)OC2CCCCC2)nnc1-c1cccs1,5,5,7,85,2,2,-2.5,2,93
Cc1cc(=O)n2c(-c3ccc(Cl)cc3)csc2n1,7,-6,5,92,-1,3,4.2,1,108
O=C(CN1CCC(Cc2ccccc2)CC1)NC(=O)NCc1ccco1,6,6,4,/,-2,2,5.3,0,104
CN(Cc1ccccc1F)C(=O)C(Cc1ccccc1)NC(=O)c1ccccc1 (centres undefined),-4,39,4,101,-1,10,-3.0,0,108
COC(=O)c1ccc(C)c(NC(=O)C2CC(=O)N(C3CCCC(C)C3C)C2)c1 (centres undefined),-5,-3,5,94,/,3,/,63*,101

# Next section.
SMILES,MCL1-BIM inh,VLA-4 inh,BCLXL inh,CIT2 TOR yeast,Fam108B counter,GLD-1 RNA inh,MEX-5 binding,GRK2 aptamer HTS,AGP1 TOR yeast
CCC(O)C1CCN(C(=O)c2ccc(OC3CCN(Cc4ccccn4)CC3)cc2)CC1 (centres undefined),10,0,11,104,4,3,-2.1,0,99
CC(=O)O/N=C(/C)c1ncc(C(F)(F)F)cc1N1CCOCC1,-11,8,2,92,0,-4,-0.1,7,99
Cn1cc(CN2CCC(C(O)c3cccs3)CC2)c(-c2ccccc2F)n1 (centres undefined),4,/,5,105,-5,4,1.2,0,104
c1ccc(C[n+]2c(-c3ccccc3)csc2Nc2ccccc2)cc1,-8,-5,1,98,-2,4,-0.5,2,96
Cc1cccc(C)c1N1C(=O)CC(N(O)c2ccccc2)C1=O (centres undefined),7,-8,-3,104,1,2,-0.2,1,101
Cc1ccc(NC(=S)N(CCCN2CCN(C)CC2)Cc2cccs2)cc1,6,-2,4,106,-2,2,2.0,4,107
Cc1ccc(C)c(NC(=S)NNC(=O)c2ccc(Br)o2)c1,13,2,0,104,2,-6,-0.5,2,106
Cc1ccc(C(=O)NNc2ncnc3ccccc23)cc1,1,-6,1,98,-1,-2,-2.7,3,104
CCCC1=Nc2cc(C(=O)NCCCOC(C)C)ccc2Sc2ccccc21,-9,9,-6,89,-5,-1,0.7,0,95
COc1ccc(OC)c(NC(=O)C2CCCN(S(C)(=O)=O)C2)c1 (centres undefined),3,-2,8,111,0,1,-0.3,2,107
Fc1ccc(CSc2nnc(CN3CCOCC3)n2-c2ccccc2)c(Cl)c1,5,22,4,88,4,1,-0.4,1,94

# Compounds listed so far with a Cl atom (9):
SMILES,MCL1-BIM inh,VLA-4 inh,BCLXL inh,CIT2 TOR yeast,Fam108B counter,GLD-1 RNA inh,MEX-5 binding,GRK2 aptamer HTS,AGP1 TOR yeast
CC(C)NC(=O)NC(=O)COC(=O)C1(C)CC1(Cl)Cl (centres undefined),8,3,3,108,0,-3,3.2,0,102
COc1ccc(/C=N/n2cnn(Cc3ccccc3Cl)c2=S)cc1,8,10,-1,107,0,4,0.0,1,97
Cn1c(=O)c(C(=O)NNC(=O)c2cccc(Cl)c2)c(O)c2ccccc21,10,-8,1,98,-1,3,-2.2,90*,101
Cc1cc(OC(=O)c2cccc(Cl)c2)c([N+](=O)[O-])c(=O)[nH]1,2,-4,6,94,-5,-7,-4.3,0,102
O=C(NNC(=S)Nc1ccccc1Cl)C1CC1,2,9,3,94,7,-2,-3.6,1,99
COC(=O)CNC(=O)CN1C(=O)N(c2ccc(Cl)cc2)C(N(O)C(=O)Nc2ccc(Cl)cc2)C1(C)C (centres undefined),-3,0,5,112,2,9,-0.7,1,106
N#C/C(=C\c1c(Cl)cccc1Cl)c1nn(-c2ccccc2)c(-n2cccc2)c1C#N,5,2,6,97,-6,5,0.9,1,95
Cc1cc(=O)n2c(-c3ccc(Cl)cc3)csc2n1,7,-6,5,92,-1,3,4.2,1,108
Fc1ccc(CSc2nnc(CN3CCOCC3)n2-c2ccccc2)c(Cl)c1,5,22,4,88,4,1,-0.4,1,94
